Bioassay records from PubChem.
ALOX12 inh: blocks human arachidonate 12S-lipoxygenase. P18054. purified 12hLO, xylenol orange hydroperoxide absorbance. Potency, µM (highest dose often 108 µM), for the others: at the highest dose activity change, negative = inhibition, hits mostly inhibitors. 580,000 tested, 1.1% active; active = well fitted inhibition curve with a large enough effect; inconclusive = small, poorly fitted or top-dose-only effect, or another doubt; inactive = no such curve, though single readings can be large or run the other way
Target sequence (P18054 whole entry, looked up): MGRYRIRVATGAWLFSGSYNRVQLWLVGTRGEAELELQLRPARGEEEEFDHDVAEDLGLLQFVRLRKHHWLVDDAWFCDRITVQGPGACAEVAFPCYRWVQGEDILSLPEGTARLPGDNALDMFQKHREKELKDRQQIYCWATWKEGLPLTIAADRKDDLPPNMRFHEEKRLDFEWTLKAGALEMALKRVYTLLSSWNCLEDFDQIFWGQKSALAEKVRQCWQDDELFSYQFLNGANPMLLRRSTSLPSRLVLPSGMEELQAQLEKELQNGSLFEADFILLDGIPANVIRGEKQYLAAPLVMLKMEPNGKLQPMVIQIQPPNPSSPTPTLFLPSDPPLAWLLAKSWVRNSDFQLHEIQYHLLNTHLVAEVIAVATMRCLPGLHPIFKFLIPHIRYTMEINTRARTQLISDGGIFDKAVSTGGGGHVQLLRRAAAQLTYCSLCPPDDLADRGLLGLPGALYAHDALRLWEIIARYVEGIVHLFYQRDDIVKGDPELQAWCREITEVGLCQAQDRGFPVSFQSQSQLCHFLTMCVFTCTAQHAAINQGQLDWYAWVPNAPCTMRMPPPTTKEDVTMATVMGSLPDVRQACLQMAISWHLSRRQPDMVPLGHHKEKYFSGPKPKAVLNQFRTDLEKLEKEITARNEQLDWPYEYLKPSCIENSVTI
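Purified human 12hLO (150 nM final) in 25 mM Hepes, 0.01% Triton X-100, pH 7.0 was preincubated 15 min at room temperature with compound. Then 40 uM arachidonic acid was added, 30 min. Hydroperoxide was read by Fe-XO absorbance ratio 573/405 nm.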
* marks the source's active call; other numbers are inactive results; ? = inconclusive; [ ] = another dose, or the depositor's remark. % is scaled to controls: 0 for no effect and ±100 for the full control effect; potency is read from the fitted curve at half-maximal effect. These rows are one share of the data, so the mix of outcomes need not match the whole.

SMILES	ALOX12 inh
O=C(NCc1ccc(F)cc1)C1CCN(C(=O)c2ncn3c2COC(c2ccccc2)C3)CC1 (stereo unspecified)	17%
COc1ccc(C(=O)N2CCC3(CC2)N=C(c2ccc(Cl)cc2)NO3)cc1F	-14%
O=C(Nc1ccc(F)cc1F)c1ccc2c(c1)n(Cc1cccc(F)c1)c(=O)c1ccnn12	6%
O=C(c1ccccc1)N1CCCC(c2nn(-c3ccc(F)cc3)c(=O)[nH]2)C1 (stereo unspecified)	19%
COc1ccc(CNC(=O)c2cc3c(N4CCCC4)nc(C)cn3n2)c(OC)c1	?
Cc1ccccc1CC(=O)Nc1cccc(-c2nnc3n2CCCC3)c1	26%
O=C(NCc1cccnc1)[C@@H]1C[C@@H](O)CN1C1CCN(C(=O)C2CCCC2)CC1	40%[activator]
COc1ccc(S[C@]2(C(=O)NCC(F)(F)F)CC(=O)N[C@@H]2c2ccc(OC)cc2)cc1	32µM*
COCCC(=O)NCCC1CCN(C(=O)Nc2cccc(F)c2)CC1	44%[activator]
CCN1CCN(C[C@@H]2CN(Cc3ccccc3OC(F)F)C[C@@H]2CO)CC1	25%
CN(CC(=O)O)C(=O)[C@H]1C[C@@](C)(C(=O)O)N(C)[C@H]1c1ccc(Cl)cc1	-1%
Cn1c(C(=O)NCCc2ccccn2)nc2nc(-c3ccccc3)c(Cl)cc21	?
Cc1noc(-c2cn(C3CCN(C(=O)c4cccc(F)c4)C3)nn2)n1 (stereo unspecified)	6%
COc1cccc(C2C(C#N)=C(N)Oc3n[nH]c(C)c32)c1 (stereo unspecified)	3%
CCOC(=O)C1CCCN(C(=O)C2CC(c3ccc(F)c(C)c3)CN(C(=O)NC(C)C)C2)C1 (stereo unspecified)	101%[activator]
CC(=O)NC1CC2(CCN(C(=O)Cc3ccc(O)cc3)CC2)c2ccccc21 (stereo unspecified)	0%[6.33 µM]
O=C(NC1CCN(c2cc(-c3cccs3)[nH]n2)C1)c1ccc(Br)cc1 (stereo unspecified)	6%
Cc1ccc(C(=O)NC2CCN(c3cc(-c4ccccc4)[nH]n3)C2)s1 (stereo unspecified)	32%[activator]
O=C(Nc1cc(F)c(F)c(F)c1)N1CCC(n2cnnc2C2CC2)C1 (stereo unspecified)	31%[activator]
O=c1[nH]c2ccccc2n1C1CCN(c2nccc(-c3cccnc3)n2)CC1	47%
COc1nccnc1NC1CCN(C(=O)NCc2ccc(F)cc2)CC1	50%[activator]
Cc1[nH]c2ccccc2c1CC(=O)Nc1ccc(Nc2cccnc2)c(-c2ccc(F)c(F)c2)c1	-1%
COc1ccc(C(=O)CC2(O)C(=O)N(CN3CCOCC3)c3ccc(Br)cc32)cc1 (stereo unspecified)	-2%
CC(C)C1C(=O)NCCN1C(=O)c1coc(COc2ccc3c(c2)OCO3)n1 (stereo unspecified)	22%
CC1=NOC2(CCN(Cc3ccccc3)CC2)C1	?
Later entries.
SMILES	ALOX12 inh
CN(Cc1cc(-c2ccccc2)no1)Cc1ncccc1C(=O)O	30%[activator]
CN1CCN(CCNC(=O)CCc2ccc3c(c2)CN(S(C)(=O)=O)CCO3)CC1	47%[activator]
COC(=O)[C@@H]1Cc2ncn(Cc3ccc(Cl)cc3)c2CN1C(=O)c1ccc(C(F)(F)F)cc1	49%[activator]
Cn1ncc(N2CCC(CNC(=O)C3=Cc4ccccc4OC=C3)C2)cc1=O (stereo unspecified)	-9%
COc1ccc(C(=O)NCc2nnc3ccc(-c4ccc(C)cc4)nn23)c(C)c1	12%
O=C([C@@H]1C[C@H](Oc2ccccc2)CN1C(=O)c1ccncc1)N1CCOCC1	28%
CCc1nc2c(c(-c3ccc(Cl)cc3)n1)CCN(Cc1ccnn1C)CC2	44%
COc1ccc(C(=O)N[C@@H]2CN(C)C[C@H]2CN(C)C)c(C)c1	103%[activator]
Cc1ccc(CN2CCC(CN(C)C(=O)c3ccc(C4CCCN4)s3)CC2)o1 (stereo unspecified)	?
CCn1cc(S(=O)(=O)N2CCC3(CC2)N(CCOC)C(=O)CS3=O)cn1 (stereo unspecified)	4%
COC(=O)[C@@H]1CCCN1c1ccc(-c2nc(-c3ccccc3F)no2)cn1	1%
CC(C)C(=O)N1CCC(Oc2ncccc2C(=O)N(C)C)C1 (stereo unspecified)	6%
C[C@@H]1CN([C@@H](C)CO)C(=O)CCCn2cc(nn2)CO[C@H]1CN(C)C(=O)c1ccc(N2CCN(C)CC2)cc1	22%
COc1ccc(N2CC(C(=O)NCC(F)(F)F)NC2=O)cc1 (stereo unspecified)	75%[activator][176 µM]
CC1(C(=O)NCC2CC2)COCc2cnc(Nc3ccccc3)nc21 (stereo unspecified)	4%[176 µM]
CSCC(=O)N1CC[C@H](NC(=O)Nc2ccc(F)cc2F)[C@H]1C(=O)N[C@H](Cc1ccccc1)C(N)=O	51%[activator]
COCC1CN(C(=O)c2sccc2C)CC12CCOCC2 (stereo unspecified)	32%[activator]
Cc1cccc(C(=O)NC2CCN(c3cc(-c4ccc(F)cc4)[nH]n3)CC2)c1	27%
CN1CCC(N(C)C(=O)CCC[C@@H]2[C@H]3CCCN4CCC[C@@H](CN2Cc2ccccc2)[C@@H]34)CC1	38%
O=C(NC1CCN(c2cc(-c3cccs3)[nH]n2)CC1)c1ccc(F)c(F)c1	40%[activator]
Cc1cccc(-c2noc([C@@H]3C[C@@H](O)CN3Cc3ccc(Cl)cc3)n2)c1	?
CCOc1ccc(C(=O)N2CCCC3(C2)NC(=O)N(Cc2ccc(Cl)cc2)C3=O)cc1 (stereo unspecified)	?
O=C(C1CCCC1)N1CC2(CCN(Cc3ccccn3)C2)OCc2ccccc21 (stereo unspecified)	3%[6.33 µM]
COCCCNC(=O)CCCN1C(=O)COc2ccc(C(=O)COc3ccc(OC)cc3)cc21	23%
COc1ccc(S(=O)(=O)Nc2ccc3n(c2=O)C[C@H]2C[C@@H]3CN(C(=O)Nc3cc(OC)cc(OC)c3)C2)cc1	17%

Random excerpt: 4 entries already listed.
SMILES	ALOX12 inh
O=C([C@@H]1C[C@H](Oc2ccccc2)CN1C(=O)c1ccncc1)N1CCOCC1	28%
COc1ccc(CNC(=O)c2cc3c(N4CCCC4)nc(C)cn3n2)c(OC)c1	?
O=C(Nc1cc(F)c(F)c(F)c1)N1CCC(n2cnnc2C2CC2)C1 (stereo unspecified)	31%[activator]
CN(Cc1cc(-c2ccccc2)no1)Cc1ncccc1C(=O)O	30%[activator]

Other structures.
SMILES	ALOX12 inh
O=C(Cn1nc2n(c1=O)CCCCC2)NCc1ccccc1Br	60%[activator]
Fc1ccc(-c2cnc([C@@H]3COCCN3Cc3cnc4ccccc4c3)[nH]2)c(F)c1	16%[176 µM]
O=C(C=CC=Cc1ccc2c(c1)OCO2)N1CCCCC1	-11%[57.4 µM]
CCC(CC)n1c(=O)n(Cc2cc(C(C)C)no2)c2cc(C(=O)O)cnc21	1%
CCCN(CC1CC1)C(=O)[C@@H]1COCC(=O)N1Cc1ccccc1	14%
CCOC(=O)C1(Cc2ccc(F)cc2F)CCCN(Cc2cccc(OC)c2O)C1 (stereo unspecified)	-4%
CN(Cc1nc2c(n1Cc1ccccc1)C(=O)N(CC1CCOCC1)CCN2)c1ccccc1	44%[activator]
O=C1CCN(C(=O)C2CCCCC2)CCCC(c2nc(-c3ccccc3)no2)CCN1 (stereo unspecified)	2%
O=C(CN1C(=O)NC2(CCS(=O)(=O)CC2)C1=O)Nc1ccc(F)c(Cl)c1	4%
CSCC(=O)N1CCC2(CC1)CC(c1ccccc1)CN(C)C2 (stereo unspecified)	61%[activator]
CCc1noc(-c2cn(C3CCN(C(=O)c4cccc(OC(F)(F)F)c4)C3)nn2)n1 (stereo unspecified)	4%
O=C([C@H]1C[C@H](Oc2ccccc2)CN1C(=O)c1ccco1)N1CCOCC1	33%[activator]
O=C(COc1ccc(Cl)cc1)N1CCC(Oc2ncccc2C(=O)N2CCCCC2)C1 (stereo unspecified)	60%[activator]
CCOC(=O)CN1CCCc2nc(C)c(C)cc21	-12%
Cc1ccc(C(=O)N2CC(Oc3ccc(F)c(F)c3)C2)cc1	4%[6.33 µM]
CN(Cc1ccc(-c2ccccc2)cc1)Cc1nccs1	37%[activator][176 µM]
O=C(NCc1nc(-c2ccc(F)cc2)no1)C1CC(=O)N(Cc2ccccn2)C1 (stereo unspecified)	26%
CN1C(=O)C(CC(=O)Nc2cccnc2)=C2CCCCC21 (stereo unspecified)	50%[activator]
Cc1cccc(C(=O)N2CC(c3noc(C4CCCN4CC4CC4)n3)C2)c1 (stereo unspecified)	19%
Cc1ccncc1C(=O)N1CC(N(C)Cc2cccnc2)C1	46%[activator]
COC(=O)[C@@H]1Cc2ncn(Cc3ccc(OC)cc3)c2CN1S(=O)(=O)Cc1ccccc1	24%
O=C(Nc1ccc2ncnc(N3CCCCC3)c2c1)c1cncc(Br)c1	25%
CN1C(=O)CC(C(=O)O)C12CCN(Cc1cccc(C(=O)O)n1)CC2 (stereo unspecified)	141%[activator]
COCc1cc(CN2CCCC(C(=O)Nc3cccc(-n4cnnn4)c3)C2)ccc1OC (stereo unspecified)	1%
Cn1nccc1C(=O)N1C[C@@H](COc2ccccc2)[C@H](C(N)=O)C1	27%

Molecules from the list above containing a thiophene ring, fused or not:
SMILES	ALOX12 inh
O=C(NC1CCN(c2cc(-c3cccs3)[nH]n2)C1)c1ccc(Br)cc1 (stereo unspecified)	6%
Cc1ccc(C(=O)NC2CCN(c3cc(-c4ccccc4)[nH]n3)C2)s1 (stereo unspecified)	32%[activator]
Cc1ccc(CN2CCC(CN(C)C(=O)c3ccc(C4CCCN4)s3)CC2)o1 (stereo unspecified)	?
COCC1CN(C(=O)c2sccc2C)CC12CCOCC2 (stereo unspecified)	32%[activator]
O=C(NC1CCN(c2cc(-c3cccs3)[nH]n2)CC1)c1ccc(F)c(F)c1	40%[activator]

Continuation.
SMILES	ALOX12 inh
CC(C)CCN1CCn2c(nnc2-c2ccc(Cl)cc2)C1	9%[6.33 µM]
Cc1ccc(CN2CC(Oc3ccc(-c4noc(-c5cccnc5)n4)cc3)C2)o1	?
CCOc1ccc(C(=O)NCCn2cccc2-c2nc(-c3ccccc3)no2)cc1OCC	17%
O=C(NCc1nnc2ccc(-c3ccc(F)cc3)nn12)c1cccc(OC(F)(F)F)c1	?
CNC(=O)[C@@H](c1ccc(Cl)cc1)N1CCC[C@H]1C(=O)NCCN1CCCC1	0%
CC1(COc2cccnc2)COc2ccc(C(=O)NCc3ccc(F)cc3)cc2N1 (stereo unspecified)	?
CC(=O)c1ccc(NC(=O)O[C@@H]2CO[C@H]3[C@@H]2OC[C@@H]3NC(=S)NC2CCCCC2)cc1	?
COc1ccc(C)cc1NC(=O)COc1ccc(-c2nnc3n2CCCC3)cc1	21%
CC1=C[C@@H](CN2CCOCC2)[C@H](C(C)C)C[C@H]1Cc1nnc(-c2ccccc2)o1	11%[176 µM]
Cc1ccccc1Oc1c(CCC(=O)NCC2CCCO2)c(C)nn1-c1ccc(F)cc1 (stereo unspecified)	22%
O=C1NCc2ccccc2CC12CCCCN2Cc1ccc(O)cc1 (stereo unspecified)	3%[6.33 µM]
CCn1c(C2CCCN(C(=O)NCc3ccc(OC)cc3)C2)nn(C)c1=O (stereo unspecified)	3%
CS(=O)(=O)N1CCC(OC2CCN(C(=O)Nc3ccc(F)cc3)CC2)CC1	37%
COc1ccc(C(=O)N2CCCC(c3nn(C)c(=O)n3-c3ccccc3)C2)cn1 (stereo unspecified)	33%[activator]
COc1ccc(S(=O)(=O)N2C[C@@H](F)C[C@H]2C(=O)N2CCc3ccccc3C2)cc1	3%
CC1=C[C@@H](CNS(=O)(=O)c2cccc(C#N)c2)[C@H](C(C)C)C[C@H]1CC(=O)N(C)Cc1cccnc1	15%
NC(=O)CN1CCC(c2nc(-c3ccc4nc[nH]c4c3)no2)CC1	-1%
COCCOC1CCOC2(CCN(C(=O)c3cccnc3)CC2)C1 (stereo unspecified)	47%[activator]
COC[C@@H]1CN(C(=O)c2ccc(C#N)cc2)C[C@H]1c1nc(C2CC2)no1	0%
COc1ccc(NC(=O)c2ccc3c(c2)N(C)C2CCCCCN2C3=O)c(OC)c1 (stereo unspecified)	8%
COC[C@@H]1CN(S(=O)(=O)c2cccc(F)c2)C[C@H]1c1ccccn1	28%
COCC(=O)Nc1cccc(C(=O)N(Cc2ccsc2)CC(C)C)c1	2%
Cc1ccc(NS(=O)(=O)c2ccccc2)c(=O)n1CC(=O)NC1CCCC1	?
COc1cccc(NC(=O)c2ccc3c(c2)NC(C)(CCCCN2CCOCC2)CO3)c1 (stereo unspecified)	3%[176 µM]
O=C1N[C@@H]2CCN(C(=O)C3CCCCC3)[C@@H]2C(=O)N1c1ccc(Oc2ccccc2)cc1	-14%[176 µM]

Structures listed above that bear a hit mark in ALOX12 inh:
SMILES	ALOX12 inh
COc1ccc(S[C@]2(C(=O)NCC(F)(F)F)CC(=O)N[C@@H]2c2ccc(OC)cc2)cc1	32µM*

The results go on.
SMILES	ALOX12 inh
CN(C)c1cccc(NC(=O)c2ccc3c(c2)NC(C)(COc2cccnc2)CO3)c1 (stereo unspecified)	17%[176 µM]
O=C1COc2ccc(OCc3cccnc3)nc2CN1CCOc1ccccc1	-23%[176 µM]
Cc1ccccc1Oc1ncccc1CNCc1cc2c(cc1Cl)OCO2	23%
O=C1COc2ccc(NS(=O)(=O)c3cccc(Cl)c3)cc2CN1C1CCCc2ccccc21 (stereo unspecified)	5%
COc1ccccc1-c1nc(C(=O)N2CCOCC2)n2ccccc12	1%[6.33 µM]
CS(=O)(=O)N1CCCC(C(=O)N2CCN(Cc3ccccc3)CC2)CCNC(=O)CC1 (stereo unspecified)	2%
CN1C(=O)CCC2(CNC(=O)c3cccn3C)CCC=C12 (stereo unspecified)	49%[activator]
Cc1ccc(N2C(=S)N[C@H]3[C@@H](O)[C@H](O)C[C@@H](C(=O)NCc4cccs4)[C@H]32)cc1Cl	6%
